zVAD death inh = L929 zVAD cell death inhibition | L929 zVAD necroptosis rescue, ATP luminescence, 24 h; with zVAD 60 µM | viability rescue, % at 10 µM | hit rate 0.38% among 220,000 | AID 1377;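 active = activation, scaled between plate controls, above about 75%, limit read from the data; inactive = activation under that limit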;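 note: 0% = zVAD with DMSO and 100% = DMSO alone without zVAD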
14-3-3 Bad inh = disrupts binding of bovine 14-3-3 zeta to phospho-Bad peptide. TR-FRET 14-3-3zeta/Dy647-pBad peptide displacement, 1 h. AID 781. P63103. hit rate 0.71% among 220,000. inhibition, % at 21.7 µM;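 active = inhibition above about 70%, limit read from the data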;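 note: 0% = full 14-3-3 plus peptide FRET controls and 100% = background without 14-3-3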
EP2 antag = EP2 receptor (human) inhibition; P43116; C6 glioma cells expressing human EP2, cAMP TR-FRET; cells stimulated with saturating PGE2; inhibition, % at 25 µM; hit rate 0.52% among 260,000; AID 1422;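 active = percent inhibition above 40 after rounding to a whole number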;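 note: rat C6 glioma host cells with rolipram phosphodiesterase inhibitor present; the protocol text gives 20 µM as final concentration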
m-calpain inh = blocks pig calpain II enzyme activity; purified calpain II, fluorogenic peptide substrate, 30 min; inhibition, % at 16 µM; hit rate 0.37% among 220,000; AID 1236;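 active = inhibition above about 50%, limit read from the data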
Tb hexokinase = T. brucei hexokinase 1 inhibition. inhibition, % at 10 µM. hit rate 0.11% among 220,000. recombinant TbHK1, G6PDH-coupled NADH A340. AID 1430;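 active = inhibition of 50% or more in the single-dose primary screen; inactive = inhibition below 50%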
eIF4E 4G PPI = inhibitors of eIF4E and eIF4G interaction in translation initiation. P63073+Q04637. TR-FRET eIF4E-eIF4GI(517-606) binding, 2 h. inhibition, % at 21.7 µM. hit rate 0.37% among 220,000. AID 782;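 active = inhibition above about 30%, limit read from the data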;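 note: 0% = full FRET control wells and 100% = background wells lacking eIF4GI fragment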
Target sequence (P63073 whole entry, looked up, the tested form may be a part): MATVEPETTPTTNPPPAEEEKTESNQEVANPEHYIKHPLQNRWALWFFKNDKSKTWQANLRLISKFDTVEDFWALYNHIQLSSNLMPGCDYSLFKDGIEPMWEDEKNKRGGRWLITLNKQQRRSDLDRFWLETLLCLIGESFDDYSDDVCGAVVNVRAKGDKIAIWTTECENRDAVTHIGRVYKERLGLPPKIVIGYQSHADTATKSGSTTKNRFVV
Target sequence (Q04637 whole entry, looked up, the tested form may be a part): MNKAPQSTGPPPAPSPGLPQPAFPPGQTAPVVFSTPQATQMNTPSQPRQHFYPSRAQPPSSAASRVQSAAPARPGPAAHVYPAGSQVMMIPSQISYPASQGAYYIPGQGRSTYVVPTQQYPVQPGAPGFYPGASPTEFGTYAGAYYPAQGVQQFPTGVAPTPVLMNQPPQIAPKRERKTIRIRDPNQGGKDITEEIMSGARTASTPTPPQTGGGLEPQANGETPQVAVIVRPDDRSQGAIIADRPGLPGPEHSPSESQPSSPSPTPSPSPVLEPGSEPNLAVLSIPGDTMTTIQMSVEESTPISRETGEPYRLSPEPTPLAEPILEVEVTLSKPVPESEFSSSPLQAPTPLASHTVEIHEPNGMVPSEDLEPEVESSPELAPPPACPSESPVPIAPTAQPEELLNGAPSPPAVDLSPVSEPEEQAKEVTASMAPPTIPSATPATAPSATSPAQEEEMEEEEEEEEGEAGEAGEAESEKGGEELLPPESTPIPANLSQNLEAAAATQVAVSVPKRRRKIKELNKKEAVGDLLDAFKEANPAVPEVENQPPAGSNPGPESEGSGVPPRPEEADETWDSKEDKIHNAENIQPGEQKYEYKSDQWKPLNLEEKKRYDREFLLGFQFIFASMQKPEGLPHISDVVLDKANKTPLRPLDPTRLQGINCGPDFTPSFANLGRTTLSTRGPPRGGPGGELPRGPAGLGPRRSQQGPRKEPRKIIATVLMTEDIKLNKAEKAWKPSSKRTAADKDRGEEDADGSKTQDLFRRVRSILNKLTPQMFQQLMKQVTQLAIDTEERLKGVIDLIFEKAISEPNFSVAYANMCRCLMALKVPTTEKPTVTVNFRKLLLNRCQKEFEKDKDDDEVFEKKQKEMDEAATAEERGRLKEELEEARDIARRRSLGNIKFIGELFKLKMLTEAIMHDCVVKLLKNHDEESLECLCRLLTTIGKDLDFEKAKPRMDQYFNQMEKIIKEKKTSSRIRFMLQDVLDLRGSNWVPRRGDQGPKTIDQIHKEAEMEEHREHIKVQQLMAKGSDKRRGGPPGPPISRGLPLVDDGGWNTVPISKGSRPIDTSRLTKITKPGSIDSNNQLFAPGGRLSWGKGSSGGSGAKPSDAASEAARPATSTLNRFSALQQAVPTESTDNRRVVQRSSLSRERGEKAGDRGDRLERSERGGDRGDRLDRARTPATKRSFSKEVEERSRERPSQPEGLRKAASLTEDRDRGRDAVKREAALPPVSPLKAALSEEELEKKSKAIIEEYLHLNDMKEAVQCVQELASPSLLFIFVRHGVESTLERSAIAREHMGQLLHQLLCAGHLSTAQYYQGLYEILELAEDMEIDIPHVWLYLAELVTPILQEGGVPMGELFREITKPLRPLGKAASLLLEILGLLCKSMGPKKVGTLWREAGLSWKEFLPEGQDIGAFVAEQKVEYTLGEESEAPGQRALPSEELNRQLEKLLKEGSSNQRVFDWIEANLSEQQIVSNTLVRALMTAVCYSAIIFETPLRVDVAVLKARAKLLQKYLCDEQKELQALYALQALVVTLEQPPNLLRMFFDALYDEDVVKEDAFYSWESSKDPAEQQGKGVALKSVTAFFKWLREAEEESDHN
Hck Nef HTS = blocks Nef-activated human Hck kinase; inhibition, % at 20 µM; Recombinant Hck-YEEI plus Nef, Z-Lyte FRET kinase assay; P08631; hit rate 0.68% among 220,000;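 active = Hck-Nef kinase inhibition above about 50%, limit read from the data; inactive = inhibition below that limit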;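 note: 0% = DMSO with Hck plus Nef and 100% = Hck alone without Nef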
EP2 mod = EP2 receptor (human) modulation | EP2-expressing cells, cAMP HTRF FRET, PGE2 co-stimulation | induction, % at 25 µM | hit rate 0.83% among 260,000 | AID 940;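 active = compounds whose cAMP rise, as percent of the full-agonist control response, exceeds 60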;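 note: rat C6 glioma line stably carrying human EP2 under a CMV promoter; the protocol text gives 20 µM as final concentration; 100% = response of wells given 1 µM PGE2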
Rad51 HR inh = blocks human Rad51 in homologous recombination | inhibition, % at 10 µM | hRad51 DNA strand exchange, fluorescence dequenching | Q06609 | AID 1385 | hit rate 0.085% among 200,000;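 active = inhibition above 40% at the single screening dose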;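 note: 0% = DMSO control wells and 100% = blanks with heterologous ssDNA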
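Test system: preformed human Rad51 ssDNA filaments; also added: Donor/quencher-labelled 47-bp dsDNA substrate; doses: 10 µM final, single point; times: 37 °C 15-min filament assembly, 30-min compound preincubation, 15-min exchange; detection: FRET fluorescence dequenching, excitation 485 nm, emission 520 nm; read-out basis: Fluorescence-based percent inhibition, control- and blank-normalised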
* hit, by the source's call; . = no result given; & = joins results of further samples; [ ] = dose if it differs, or a comment.

SMILES	zVAD death inh	14-3-3 Bad inh	EP2 antag	m-calpain inh	Tb hexokinase	eIF4E 4G PPI	Hck Nef HTS	EP2 mod	Rad51 HR inh
Cc1cc(N2C(=O)C(=O)/C(=C(/O)c3ccc(F)cc3)C2c2ccc(Cl)cc2)no1 (stereo not given)	0.3	18	12	-30	-13	5	1	39	7
CCC/C=C(\CCC)C(NC(=O)OCC(C)C)c1ccc(C(=O)OC)cc1 (stereo not given)	2.9	-3[fluorescence artefact?]	23	6	2	-1	-1	40	-7
O=C(NCc1ccccc1)c1ccc(C2SCC(=O)N2Cc2ccccc2)cc1 (stereo not given)	-0.2	-6[fluorescence artefact?]	17	17	-4	-2	7	-54	12
CC(=O)N1N=C(c2ccc(C)cc2)CC1c1ccc2c(c1)OCO2 (stereo not given)	-0.3	-5	16	15	-2	-1	4	-41	8
COc1ccc(Cl)cc1-c1nc(SCC(=O)NC2CC2)n[nH]1	1.2	5	1	12	7	0	15	-17	0
COc1cccc(N2C(=O)CC(NNC(=O)c3cccs3)C2=O)c1 (stereo not given)	1.3	-15	7	-3	33	10	2	7	2
Cc1ccc(-n2c(C)cc(/C=N/NC(=O)c3ccncc3)c2C)cc1	-0.2	-14[fluorescence artefact?]	15	7	-28	1[fluorescence artefact?]	1	-15	.
Cc1cnc(C(=O)OCC(=O)NC(C)C)cn1	0.0	43	5	-29	-4	4[fluorescence artefact?]	-1	18	6
Cc1ccc2nsnc2c1S(=O)(=O)N1CCN(CCc2ccccc2)CC1	0.1	-4[fluorescence artefact?]	1	0	-5	1	4	-26	3
Cc1cc(C)n(/N=C/c2ccccc2O)c(=O)c1	1.7	-5	1	-26	-5	-4	16	3	1
COc1ccc(-c2nnn(CC(=O)N(Cc3cccs3)C(C)C(=O)NCCC(C)C)n2)cc1OC (stereo not given)	-0.2	-5	-2	3	6	1	-10	-4	-5
COC(=O)c1c(C)n(-c2ccc(OC)cc2)c2ccc(O)cc12	1.1	-1	13	-10	2	-3	1	56	-16
Cc1cccc2cc(COC(=O)C(C)C)c(=O)[nH]c12	-0.6	-4	3	-30	-18	-4	-2	-8	-5
COc1ccc(NC(=O)c2sc3cc(C(F)(F)F)cnc3c2-c2cccs2)cc1	-0.3	-13[fluorescence artefact?]	14	-67	-4	-5[fluorescence artefact?]	0	29	-9
CCOc1ccc(C2/C(=C(\O)c3c(C)[nH]c(C(=O)OC)c3C)C(=O)C(=O)N2CCN(C)C)cc1 (stereo not given)	1.6	50	10	36	-39	0	-1	8	11
COc1ccc(OC)c(NC(=O)CC(Cc2ccccc2OC)C(=O)O)c1 (stereo not given)	0.1	-12	7	-33	32	1	3	-7	-5
Clc1nc(NCc2cccnc2)nc(N2CCOCC2)n1	0.2	-5	11	-16	-5	3	3	10	-1
COc1cc(/C=N/Nc2nc(Nc3ccc(C)cc3)nc(-n3nc(C)cc3C)n2)cc(OC)c1OC	-0.6	-1	5	-229	-8	-16	39	-3	6
CCOC(=O)c1cc(-c2ccccc2)nc2c1c(C)nn2-c1ccccn1	0.3	-3[fluorescence artefact?]	8	-138	31	2	0	3	13
Cc1cc(O)c(C(C)C)cc1N=Cc1ccccc1O	2.7	4	10&18	-2	-7	3	-14	1&40	-2
COCc1cc(C)nc(SCc2nc3ccccc3c(=O)[nH]2)c1C#N	0.6	2	4	2	3	3	0	-23	.
CCOC(=O)c1c(C)n(C)c2ccc(OCC(O)CN(CC)CC)cc12 (stereo not given)	-0.3	3[fluorescence artefact?]	11	-2	13	2[fluorescence artefact?]	1	0	-7
O=C(NC1=NCCS1)c1ccc2c(c1)C(=O)N(Cc1ccco1)C2=O	-0.2	-2	6	-65	1	-15	2	-9	1
CCOc1ccc2nc(NC(=S)NCc3ccccc3)sc2c1	-0.1	3	-2	9	-26	28	-2	6	8
CCOC(=O)/C=C1\SCC(=O)N1CC(=O)Nc1cccc(F)c1	-0.6	-5	5	23	-3	4	4	-14	.
COc1ccc(C(=O)N/C(=C\c2cn(C)c3ccccc23)C(=O)OCCN(C)C)cc1	-0.6	0	6	5	-47	5	12	-2	-7
Cc1cc(NC(=O)CS(=O)(=O)c2cn(Cc3ccc(F)cc3)c3ccccc23)no1	0.6	-2[fluorescence artefact?]	12	-21	6	-1	6	-11	-1
CCN(CC)c1ncc(C)c(=O)[nH]1	3.9	-7	14	17	-1	2	-6	-2	16
C=C(C)CSc1nc(N)c2c3c(sc2n1)CCC3	0.9	-11	3	-45	-5	9	3	-3	-4
N#Cc1c(NC(=O)CSC2=NCCS2)sc2c1CCCC2	1.8	-3	7	17	8	0	-1	44	1
COc1ccc(C(=O)C[n+]2cc(-c3ccc(OC)cc3)n3c2CCCC3)cc1	1.1&1.7	1&-7	3&10	-12&-34	10&5	-1&4	16&24	-25&-18	5&9
COC(=O)C1=C(N)n2c(s/c(=C\c3cccnc3)c2=O)=C(C(=O)OC)C1c1cccnc1 (stereo not given)	-0.3	2	18	-43	-19	-3	0	9	14
Clc1ccc(-n2ncc3c(NCc4ccco4)ncnc32)cc1	2.8	-7	5	-2	1	0	-1	-7	2
CCOC(=O)c1[nH]c(C)c(C(=O)N(C)C)c1C	0.1	-4	5	-12	8	1	-1	5	-3
CCCCCCCCCCCNC(=O)c1ccoc1C	0.1	6	4	-18	55*	-2	7	5	-6
COc1ccc(NC(=O)Nc2c(C)n(C)n(-c3ccccc3)c2=O)cc1	12	-1	11	-1	-1	1	-7	4	-2

Sorted by value in Tb hexokinase (high to low): some entries from above.
| structure | 14-3-3 Bad inh | m-calpain inh | Tb hexokinase | eIF4E 4G PPI | Hck Nef HTS | EP2 mod |
| --- | --- | --- | --- | --- | --- | --- |
| COc1ccc(Cl)cc1-c1nc(SCC(=O)NC2CC2)n[nH]1 | 5 | 12 | 7 | 0 | 15 | -17 |
| C=C(C)CSc1nc(N)c2c3c(sc2n1)CCC3 | -11 | -45 | -5 | 9 | 3 | -3 |
| COC(=O)C1=C(N)n2c(s/c(=C\c3cccnc3)c2=O)=C(C(=O)OC)C1c1cccnc1 (stereo not given) | 2 | -43 | -19 | -3 | 0 | 9 |

(next part)
SMILES	zVAD death inh	14-3-3 Bad inh	EP2 antag	m-calpain inh	Tb hexokinase	eIF4E 4G PPI	Hck Nef HTS	EP2 mod	Rad51 HR inh
CCOC(=O)c1cc(-c2ccc(F)cc2)n(CC(=O)NCc2cccnc2)c1C	0.9	-10	6	-11	1	-1	18	8	-3
O=C(CCN1C(=O)/C(=C\c2ccccc2)SC1=S)NNC(=O)c1cccnc1	-0.3	-2[fluorescence artefact?]	9	13	0	1[fluorescence artefact?]	0	-4	-2
COC(=O)c1c(C)cc(C)n2c1nc1ccccc12	-0.1	0	12	-386	-13	6	5	29	-4
CC1=C(C(=O)OCCc2ccccc2)C(c2ccsc2)NC(=O)N1C (stereo not given)	-0.1	4	8	6	8	0	5	30	12
O=C1C=C(NCC2CCCO2)C2(CCCCC2)O1 (stereo not given)	0.2	-5	11	-11	14	-4	3	18	1
CCC1C(=O)N=C(SCC(=O)Nc2ccc(S(N)(=O)=O)cc2)NC1=O (stereo not given)	-0.3	6	4	12	8	-1	7	0	-4
CCOc1ccc(NC(=S)N(CCOC)C(C)c2cccnc2)cc1 (stereo not given)	-0.4	6	6	3	3	2	8	-38	.
COc1ccc2ccccc2c1C(=O)/C=C\c1ccoc1	-0.3	5	11	1	-24	2	20	20	14
Cc1ccc(C(=O)C2OC(=O)C(C)(C)C(=O)C2(C)C)cc1 (stereo not given)	-0.5	1	12	11	12	4[fluorescence artefact?]	1	-1	-4
Cc1cc2c3c(ccc(C)c3n1)N=CN2c1ccccc1	0.6	21	15	-477	-12	-3	2	-18	2
COCCCNC(=O)/C(C#N)=C/c1cccc(NC(=O)c2ccccc2Cl)c1	1.4	6	8	-13	-2	-7	3	-13	0
CCOc1ccccc1/C=C/C(=O)c1ccc(Cl)cc1	-0.1	7	7	26	-3	-4[fluorescence artefact?]	2	37	19
CCOC(=O)C1=NOC(CNC(=O)c2ccccc2Cl)C1 (stereo not given)	1.5	-8	2	-13	-4	-3	3	26	21
O=C(C(Sc1ccccc1)c1ccccc1)N1CCN(c2ccccc2)CC1 (stereo not given)	0.4	-11	3	26	8	4	1	-18	-9
CCOC(=O)C1(Cc2cccc(OC)c2)CCN(Cc2ccccc2OC)CC1	0.2	2	3	0	0	3	0	38	.
CCc1ccc(NC(=O)CSc2nnc(Cn3c(=O)sc4ccccc43)n2C)cc1	2.7	-5	6	3	-7	3	-1	-6	1
C#CCN(C(=O)CC1C(=O)NCCN1C/C=C/c1ccccc1)C1CCCCC1 (stereo not given)	-0.4	-6	2	-25	-3	-1	15	-21	23
CC(C)OC(=O)c1cccc(C(=O)Oc2ccc(Br)cc2)n1	-0.1	0[fluorescence artefact?]	8	-10	-3	4[fluorescence artefact?]	-2	0	7
CN1CCN(C(=O)c2ccccc2N(Cc2ccccc2)S(=O)(=O)c2ccccc2)CC1	2.3	-4	0	-22	3	-2[fluorescence artefact?]	-3	37	-1
Cc1ccc(NS(=O)(=O)c2cc(C(N)=O)ccc2C)cc1	0.5	2[fluorescence artefact?]	11	-2	-8	1[fluorescence artefact?]	-2	-7	-5
Cc1cc(C)n2c(SCC(=O)NC3CCCC(C)C3C)nnc2n1 (stereo not given)	1.8	-4	7	-108	-1	5	22	-1	6
C=C(C)c1cccc(C(C)(C)NC(=O)Nn2cnnc2)c1	2.7	-9	8	-41	-4	0[fluorescence artefact?]	0	52	-11
Cc1nc2ccccc2nc1NS(=O)(=O)c1ccc(N)cc1	0.0	2	-2	6	-33	5	3	6	-25
O=C(COC(=O)C1CCCCC1C(=O)N1CCc2ccccc21)NCc1ccco1 (stereo not given)	-2.0	-5	.	-460	1	-1	11	6	.
Cc1ccc(OCC(=O)O/N=C(\N)c2ccccn2)cc1	0.5	-5	6	8	1	4	2	4	10
COc1cc(C(=O)NCC(=O)OCC(=O)Nc2ncc(Cl)cc2Cl)cc(OC)c1OC	7.3	-12	6	-29	-5	1	20	29	-10
CCOC(=O)C1(CC2CCCCO2)CCN(Cc2c(C)cc(C)cc2-n2cccn2)CC1 (stereo not given)	-0.6	-5	2	4	-2	3	7	12	23
COCCN1C(=O)N[C@@H](c2ccco2)C(C(C)=O)=C1C	1.9	-6[fluorescence artefact?]	4	-18	-21	2	-4	19	-9
COc1cc(S(=O)(=O)N2CCCCC2)ccc1NC(C)=O	0.0	6[fluorescence artefact?]	5	0	-6	-12	1	18	-15
O=C(c1cnn(-c2ccccc2)c1)c1ccc2ccccc2c1O	-0.4	9	3	-15	-11	8	-2	19	-8
Cc1ccccc1C(=O)NC1CCN(CC(=O)NCc2cccs2)CC1	0.9	54	9	-5	0	-1	2	31	-6
CCCCNC(=S)NNC(=O)c1csc2ccccc12	-1.1	-15[fluorescence artefact?]	5	2	-4	6[fluorescence artefact?]	0	-10	-1
CC(C)OC(=O)c1ccc(NC(=O)Cn2c(-c3nonc3N)nc3ccccc32)cc1	0.8	1[fluorescence artefact?]	10	21	-14	5	10	6	-5
Cc1ccc(OP(=O)(Nc2c(C)n(C)n(-c3ccccc3)c2=O)Oc2ccc(C)cc2)cc1	0.2	-7	16	22	33	1	6	-20	-1
O=C(O)CSc1nnc(Cn2nnc3ccccc32)n1CCc1ccccc1	0.8	10[fluorescence artefact?]	2&7	0	8	2	-1	24&-17	4

These rows are one share of the data, so the mix of outcomes need not match the whole.
